PfGluPho inh = PfG6PD enzyme inhibitors, primary screen, biochemical, fluorescence intensity, uHTS; glucose-6-phosphate dehydrogenase-6-phosphogluconolactonase (Plasmodium falciparum 3D7); PfGluPho enzyme, NADPH resazurin-diaphorase fluorescence; inhibition, % at 20 µM; 350,000 compounds, 0.78% hits;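 active = inhibition reaching at least a set limit at 20 µM in the primary screen, cut at about 59% in these data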;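 note: 0% = DMSO wells with substrate and 100% = DMSO wells lacking glucose-6-phosphate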
HKDC1 inhibitor = HKDC1 hexokinase inhibitors, primary screen, biochemical, fluorescence, uHTS; Q2TB90; recombinant HKDC1, G6PDH/diaphorase resazurin coupled fluorescence; inhibition, % at 20 µM; 340,000 compounds, 0.16% hits; AID 493160, 2011;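 active = inhibition above about 35% when tested at 20 µM, limit read from the data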;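 note: plate controls were DMSO wells with enzyme for no effect and DMSO wells lacking enzyme for full effect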
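Material – in-house recombinant HK5 (HKDC1) enzyme · Quantity – HKDC1 at 5 µg/mL · Buffer or medium – pH 8.0 Tris buffer with 10 mM MgCl2 · Reagent – glucose with 1 mM ATP · Dosing – single 20 µM dose · Times – reaction time 90 min, room temperature, protected from light · Technique – resorufin fluorescence at 613 nm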
ATG4B inh = ATG4B protease inhibitors, primary screen, biochemical, fluorescence, uHTS. Cysteine protease ATG4B (Homo sapiens), Q9Y4P1. ATG4B cleavage of LC3-PLA2, NBD-HPC fluorescence, 1 h. 340,000 compounds, 0.51% hits. AID 504462, 2011. inhibition, % at 8.33 µM; in the data active = inhibition above about 40%
Target sequence (Q9Y4P1 whole entry, looked up): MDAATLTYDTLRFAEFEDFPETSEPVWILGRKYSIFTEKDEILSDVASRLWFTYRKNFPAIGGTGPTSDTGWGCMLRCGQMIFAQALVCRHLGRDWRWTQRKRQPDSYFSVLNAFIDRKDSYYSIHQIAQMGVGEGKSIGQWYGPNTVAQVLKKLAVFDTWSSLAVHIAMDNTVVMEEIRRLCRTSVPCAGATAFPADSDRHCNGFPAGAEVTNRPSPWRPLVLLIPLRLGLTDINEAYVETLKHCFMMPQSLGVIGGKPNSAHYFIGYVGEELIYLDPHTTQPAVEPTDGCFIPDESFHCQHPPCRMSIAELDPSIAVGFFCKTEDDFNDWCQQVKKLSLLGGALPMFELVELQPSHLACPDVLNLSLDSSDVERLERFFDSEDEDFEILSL
* hit, by the source's call; & = joins results of further samples; ! = not active in a repeat. An excerpt. The share of hits here may be higher or lower than overall.

ATG4B inh,PfGluPho inh,HKDC1 inhibitor,mol
10,-13,6,O=C(CNCc1ccc(Cl)cc1)Nc1cccc(C(=O)O)c1
7,95*,4,CC(C)N1CCN(S(=O)(=O)c2ccccc2)c2ccccc21
2,-3,-7,C=C(CCO)C1=CCN(S(=O)(=O)C(C)(C)C)[C@@H]1CCO
-2,4,-2,O=C(O)C(Cc1ccccc1N(CCO)CCO)N1C(=O)c2ccccc2C1=O (stereo not given)
-2,-10,-5,O=C(O)/C=C(/c1ccccc1)C(F)(F)F
-2,-14,10,O=C(Nc1ccc(C(=O)N2CCCCC2)cc1)C1CCCC1
-2,-14,-5,O=C(Cc1cccc(NC(=O)C2CCN(C(=O)C3CCCCC3)CC2)c1)Nc1cccc(C(=O)N2CCCCC2)c1
-7,18,0,CCCCN1CC(COCc2ccccc2)Oc2cc(Br)ccc2S1(=O)=O (stereo not given)
6,6,-5,Clc1ccc(-c2nnc(-c3cccc4ccccc34)o2)cc1
-1,1,-3,Cc1ccc2nc(NC(=O)CSCC(=O)OCC(=O)c3ccccc3)sc2c1
1,16,-6,CC(C)CN1CC(C)C(=O)NC1=S (stereo not given)
-5,-3,-7,CC(=O)N1C[C@H]2CON(C)[C@H]2C[C@H]1c1ccccc1Br
-2,12,-2,COCCn1nnnc1C(CC(C)C)N1CCN(c2cccc(OC)c2)CC1 (stereo not given)
-2,0,-6,CN(N=Cc1cccc2cccnc12)c1ccc([N+](=O)[O-])cc1[N+](=O)[O-]
-3,-6,6,COc1ccc2c(c1OC)C(=O)N1C2SC[C@H]1C(=O)NC1CC(C)(C)NC(C)(C)C1 (stereo not given in full)
5,6,-2,COCC(=O)N1CCC2CC1c1c(-c3ccc(C(F)(F)F)cc3)cccc12 (stereo not given)
-4,-4,-5,Cc1cc(C)nc(NC2=N[C@@H]3CCCC[C@H]3N2C(=O)Nc2cc(Cl)cc(Cl)c2)n1
-6,10,-1,Nc1nc(N)nc(-c2ccc([N+](=O)[O-])o2)n1
4,0,-7,CCOC(=O)C1(C(=O)OCC)NC(=O)CC1C (stereo not given)
3,6,6,CCOC(=O)c1cc(-c2ccccc2)nc2c(O)cccc12
-2,-5,0,COc1ccc(-c2nnc(N)s2)cc1OC
8,-6,-7,CCN(CC)CCCN1C(=O)C(=O)/C(=C(/O)c2c(C)nc3ccccn23)C1c1ccc(C)o1 (stereo not given)
0,-4,-6,Cc1cccc(N2CCN(CC(O)COc3ccc4ccccc4c3)CC2)c1 (stereo not given)
-14,-8,24,COc1ccc(-c2nnc(Nc3nc4c(OC)cccc4s3)o2)cc1
-10,-3,-3,CN(CCc1ccccc1)C(=O)c1ccc(NC(=O)Cc2ccc(NC(=O)C3CCN(C(=O)C4CCCC4)CC3)cc2)cc1
-11,12,5,COc1ccc(/C=C2\Cc3ccccc3C2=O)cc1OC
28,18,61*,O=C(O)c1cccc(-n2cccc2/C=C2/NC(=O)N(c3ccc(Cl)cc3)C2=O)c1
-11,-1,-7,COc1ccccc1NC(=O)c1ccc(NC(=O)COC(=O)C2CCCO2)cc1 (stereo not given)
2,-17,-9,O=C(O)C1=CC2C=C(Cl)C=CC2OC1=O (stereo not given)
6,-3,-9,CCOc1ccc2c(c1)C(=NNC(=O)c1ccccn1)c1cc(OCC)ccc1-2
-4,7,-7,CC(C)(C)S(=O)(=O)N1Cc2cc(CO)cc(CCO)c2[C@H]1CCO
-9,-13,-9,COc1ccc(NC(=O)c2c[nH]c(=O)n(-c3ccc(C)c(C)c3)c2=O)c(OC)c1
-4,13,1,C[C@H](O)[C@@H]1C(=O)N2CCc3ccc(N4CCOCC4)cc3[C@@H]2C[C@@H]1N(C)C(=O)C(C)(C)C
0,-6,-5,CC(=O)Nc1ccccc1-c1ccccc1[N+](=O)[O-]
-1,7,-8,CCN(C(=O)COC(=O)CNC(=O)c1ccc2ccccc2c1)c1c(N)n(Cc2ccccc2)c(=O)[nH]c1=O
6,-12,5,CN(CCc1ccccc1)C(=O)c1cccc(NC(=O)Cc2cccc(NC(=O)C3CCCN(C(=O)C4CC4)C3)c2)c1 (stereo not given)
1,14,-3,CN1OC[C@@H]2CN(C(=O)CCc3ccccc3)[C@H](c3cccc(-c4ccc(C#N)cc4)c3)C[C@@H]21
-7,14,9,COc1cc(NC(=O)Cn2ncc(Cl)c(Cl)c2=O)c(C)cc1[N+](=O)[O-]
0,5,-2,CC(=O)Cn1ncc(Br)c(Br)c1=O
-8,5,-2,Cc1c(NC(=O)Nc2ccccc2)c(=O)n(-c2ccccc2)n1C
-8,5,-8,COc1ccc(CCCN2CCC(CN3C(=S)NC[C@@H]3Cc3ccccc3)CC2)cc1OC
-15,-11,2,COc1cc(C2C=C(c3cccs3)Nc3ncnn32)cc(OC)c1OC (stereo not given)
1,-4,-4,CN1CCN(C2=NCCO2)CC1
-13,85*,31,CC(=O)OCCNc1cc(N2CCN(C)CC2)c2noc3c2c1C(=O)c1ccccc1-3
-3,-7,2,COc1cc(C(=O)N2CCN(S(=O)(=O)c3ccc(Cl)cc3)CC2)ccc1OCC(=O)N1CCOCC1
1,5,6,O=C(Nc1cc(Cl)ccc1Cl)N1CCN(C(=O)Nc2cc(Cl)ccc2Cl)CC1
-7,-1,-5,CC1(C)COC(c2ccc3c(c2)OCO3)OC1
2,-6,-7,Cc1cc(C(=O)NN=C2CCCCC2)c2ccccc2n1
-1,5,14,C=CCOc1ccc(C=CC(=O)c2c(O)c(OC)c(OC)c(OC)c2OC)cc1
-2,3,-4,O=C(Nc1ccc(S(=O)(=O)N2CCCC2)cc1)c1ccc(F)cc1

Further structures:
ATG4B inh,PfGluPho inh,HKDC1 inhibitor,mol
-9,-4,7,COc1ccc2nc3ccccc3[n+]([O-])c2c1
-15,5,22,COc1ccc(OC)c2cc3ccccc3cc12
59*!,-9&5,11&0,CCCCCCCCCCCCCCCC[n+]1ccccc1
2,-9,-5,CCCCSc1nc2c([nH]1)c(=S)n(C)c(=O)n2C
4,1,-9,Clc1ccc2c(NCCNC3CCCCC3)ccnc2c1
-12,2,5,CN(Cc1cc(Cl)cc(Cl)c1O)Cc1c(O)ccc2ccccc12
-1,1,2,COc1ccc(C=NNC(=O)NN=Cc2ccc(OC)c(OC)c2)cc1OC
-14,22,2,CCn1cc(CNCc2cn(C)nc2-c2ccc(C3CCCCC3)cc2)cn1
0,6,3,COc1ccc(C(=O)OCC(=O)Nc2cccc(S(=O)(=O)NC3=NCCCCC3)c2)cc1[N+](=O)[O-]
2,-26,12,O=C(c1ccc(F)cc1)c1cccc(C(=O)c2ccc(F)cc2)n1
-3,6,7,COc1cc(C(=O)NC2CCN(C)CC2)ccc1Nc1ncc2c(n1)N(Cc1ccccc1)CCC(=O)N2C
-6,-16,-2,Cc1ccc(S(=O)(=O)Nc2c(C)n(C)n(-c3ccccc3)c2=O)cc1C(=O)NCc1ccco1
-5,19,-9,CN1NC(=O)CC1c1ccccc1 (stereo not given)
31,35,3,O=C1Cc2c([nH]c3ccc(Br)cc23)-c2ccccc2N1
3,5,7,O=C1C(=Nc2cccc(Cl)c2)CC(c2ccc(Cl)cc2)N1c1cccc(Cl)c1 (stereo not given)
4,2,12,CCCn1c(=O)c2ccccc2n2c(SCC(=O)c3cc(C)n(CCOC)c3C)nnc12
8,8,-3,COc1ccccc1-c1cccc([C@@H]2C[C@H]3[C@H](CON3C)CN2S(=O)(=O)c2ccccc2C)c1
-1,55,6,C/C(Cn1nnc([N+](=O)[O-])n1)=N\NC(=O)c1ccc(C)cc1
2,54,-21,CN(C)C(=S)N=c1ssc(=S)n1Cc1ccccc1
10,-19,-8,COc1ccc(S(=O)(=O)N2CCCCCC2)cc1Br
11,2,-1,CC(=Nc1ccccc1)C1=C(O)C(Cc2ccc(O)cc2)NC1=O (stereo not given)
-6,15,-7,NC(=S)NN=C1C=CCCC1
6,27,33,Cn1c(SCC(=O)Nc2ccc3nc(SCC(=O)N4CCCC4)sc3c2)nnc1-c1ccc(N)cc1
-3,-7,-3,O=c1oc2ccccc2c(O)c1Sc1c(O)c2ccccc2oc1=O
0,0,4,CN(C(=O)COC(=O)COc1ccc(N(C)S(=O)(=O)c2ccc(Cl)cc2)cc1)c1ccccc1

Full records from above.
COc1ccc2nc3ccccc3[n+]([O-])c2c1 as listed: ATG4B inh: -9; PfGluPho inh: -4; HKDC1 inhibitor: 7
COc1ccccc1-c1cccc([C@@H]2C[C@H]3[C@H](CON3C)CN2S(=O)(=O)c2ccccc2C)c1 as listed: ATG4B inh: 8; PfGluPho inh: 8; HKDC1 inhibitor: -3

Six compounds from above, sorted by the number in PfGluPho inh, falling.
ATG4B inh,PfGluPho inh,HKDC1 inhibitor,mol
-1,55,6,C/C(Cn1nnc([N+](=O)[O-])n1)=N\NC(=O)c1ccc(C)cc1
31,35,3,O=C1Cc2c([nH]c3ccc(Br)cc23)-c2ccccc2N1
-6,15,-7,NC(=S)NN=C1C=CCCC1
0,6,3,COc1ccc(C(=O)OCC(=O)Nc2cccc(S(=O)(=O)NC3=NCCCCC3)c2)cc1[N+](=O)[O-]
-12,2,5,CN(Cc1cc(Cl)cc(Cl)c1O)Cc1c(O)ccc2ccccc12
4,1,-9,Clc1ccc2c(NCCNC3CCCCC3)ccnc2c1

Next entries follow.
ATG4B inh,PfGluPho inh,HKDC1 inhibitor,mol
0,1,-3,CC(=O)N(C(C)=O)c1ncn(C)c1S(=O)(=O)Nc1ccccc1
-3,-12,-5,CC(C)=N/N=C1/NC(=O)C(c2ccccc2)S1 (stereo not given)
3,-17,-1,Cc1ccc(S(=O)(=O)N2CCN(C(=O)COC(=O)/C=C/c3ccc(C(F)(F)F)cc3)CC2)c(C)c1
-10,11,1,CC(C)C(=O)N1CCC(CN=Cc2c(O)n(C3CCCCC3)c(=O)n(C3CCCCC3)c2=O)CC1
-2,115*,-8,Cc1ccc(N(CC(=O)N/N=C/c2cccc(Br)c2)S(C)(=O)=O)cc1
2,5,-3,COc1ccc(NS(=O)(=O)c2cc([N+](=O)[O-])ccc2N/N=C/c2c(C)[nH]c3ccccc23)cc1
-4,46,-3,S=C(c1ccc2c(c1)OCO2)N1CCN(c2cccc(Cl)c2)CC1
3,-18,-1,c1cc(CNCCNCc2ccncc2)ccn1
-1,4,-1,O=C(CN(c1ccc(Br)cc1)S(=O)(=O)c1ccc(Cl)c([N+](=O)[O-])c1)NCC1CCCO1 (stereo not given)
-14,6,-5,O=[N+]([O-])c1ccccc1N(S(=O)(=O)c1ccccc1)S(=O)(=O)c1ccccc1
-14,40,19,CN=c1scc(-c2ccccc2F)n1/N=C/c1ccc(O)c(O)c1O
27,-31,-4,CC(C)C[C@H](NC(=O)OCC1c2ccccc2-c2ccccc21)C(=O)O
-20,12,-2,COc1ccc(C(CNC(=O)CCNS(=O)(=O)c2ccc(Br)cc2)N2CCOCC2)cc1 (stereo not given)
-22,-2,1,CC(Oc1ccccc1F)C(=O)NNC(=O)Cc1ccc(S(=O)(=O)N2CCOCC2)s1 (stereo not given)
-14,4,-4,CN(Cc1ccccc1)C(=O)c1cccc(NC(=O)Cc2cccc(NC(=O)C3CCN(C(=O)c4ccccc4)CC3)c2)c1
-2,7,1,N#CC(c1ccc([N+](=O)[O-])cc1)C(CC(=O)c1ccccc1)c1ccccc1 (stereo not given)
7,12,6,N#Cc1ccc(C(=O)N2CCC3CC2c2cc(-c4ccc(F)cc4)ccc23)cc1 (stereo not given)
-3,13,-6,CCCCn1c(-c2csc(CCC)c2)n[nH]c1=S
3,54,29,O=C1C=CC2(O[C@H](c3ccccc3)[C@@H](c3ccccc3)O2)[C@H](Sc2ccccc2O)C1
-8,-1,-13,CC(=O)Nc1c(Cl)c(Cl)c2c(c1Cl)Cc1cc(Cl)ccc1-2

High-throughput results (PubChem BioAssay)
